From PubChem
ELG1 repair inh = ELG1-dependent DNA repair inhibition; HEK293T ELG1-luciferase reporter, luminescence, 16 h; DNA damage induced by 5-fluorouridine; Potency, µM (top dose mostly 46.1 µM), without a hit: at the top dose activity change, negative = inhibition, usual class: inhibitors; 330,000 tested, 2.3% active; AID 504467; also: potency is read from the fitted curve at half-maximal effect; % is scaled to controls: 0 for no effect and ±100 for the full control effect; nearly all actives have a fitted effect of over 55% in size
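5-Fluorouridine DNA damage + compound/DMSO, 2,000 cells/well, 16 h, 37 °C/5% CO2. ONE-Glo, 30 min RT, luminescence. Readout = decrease in reporter signal.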
MBNL1-CUG inh = blocks human MBNL1 binding to CUG repeat RNA. 280,000 tested, 0.036% active. TR-FRET MBNL1-His/biotin-(CUG)12 binding, 665/545 ratio. AID 2675. Potency, µM (highest dose often 57.5 µM), for inactives: at the top dose activity change, negative = inhibition, actives largely listed as inhibitors; active = well fitted inhibition curve with a large enough effect in the signal ratio, with a control signal flat, not every such curve was filed as active; inconclusive = small, poorly fitted or top-dose-only effect, or effect the other way, or a change in a side signal; inactive = no such curve, though single readings can be large or run the other way; the % refers to the signal ratio; also: potency is read from the fitted curve at half-maximal effect; % is scaled to controls: 0 for no effect and ±100 for the full control effect
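Compounds (final 92 nM to 58 uM) are added to His-tagged MBNL1 and biotin-(CUG)12, then terbium anti-His antibody and streptavidin-XL665 (5 nM final). After 60 min at room temperature, the 665/545 nm ratio is read.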
Rab9 promoter act = activates the Rab9 promoter; Huh7 Rab9 promoter-luciferase reporter, luminescence, 24 h; Potency, µM (titrated, usually from 9.22 µM), inactives show at the top dose activation, negative = inhibition, actives largely listed as activators; 320,000 tested, 2.8% active; AID 485297; also: potency is read from the fitted curve at half-maximal effect; % of control where 0% means no effect; nearly all actives have a fitted effect of over 60% in size
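Luminescence read-out: Huh7 cells stably expressing Rab9-luciferase, treated 24 h with compound at 37 °C, then lysed with luciferase reagent for 10 min at ambient before reading.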
NPC1 promoter act = activates the NPC1 promoter | 320,000 tested, 2.4% active | Potency, µM (series often up to 9.22 µM), for inactives: top-dose activation, usual class: activators | Huh7 NPC1 promoter luciferase reporter, 24 h;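 also: potency is read from the fitted curve at half-maximal effect; % of control where 0% means no effect; nearly all actives have a fitted effect of over 60% in size; reporter is driven by a mutant NPC1 promoter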
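Quantitative HTS used a cell-based reporter: Huh7 cells stably bearing the NPC1 promoter upstream of luciferase were treated with compounds for 24 h, and promoter activation was read as luminescence.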
FLuc counter = inhibits or activates purified firefly luciferase, miR-21 counter-screen; AID 588342; 360,000 tested, 6.9% active; Potency, µM (highest dose often 57.5 µM), inactives show at the top dose activity change, negative = inhibition, most hits filed as inhibitors; purified FLuc, Km substrates, luminescence inhibition; P08659;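 also: potency is read from the fitted curve at half-maximal effect; plate controls were vehicle for no effect and reference inhibitor for full effect; nearly all actives have a fitted effect of over 55% in size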
Target sequence (P08659 whole entry, looked up): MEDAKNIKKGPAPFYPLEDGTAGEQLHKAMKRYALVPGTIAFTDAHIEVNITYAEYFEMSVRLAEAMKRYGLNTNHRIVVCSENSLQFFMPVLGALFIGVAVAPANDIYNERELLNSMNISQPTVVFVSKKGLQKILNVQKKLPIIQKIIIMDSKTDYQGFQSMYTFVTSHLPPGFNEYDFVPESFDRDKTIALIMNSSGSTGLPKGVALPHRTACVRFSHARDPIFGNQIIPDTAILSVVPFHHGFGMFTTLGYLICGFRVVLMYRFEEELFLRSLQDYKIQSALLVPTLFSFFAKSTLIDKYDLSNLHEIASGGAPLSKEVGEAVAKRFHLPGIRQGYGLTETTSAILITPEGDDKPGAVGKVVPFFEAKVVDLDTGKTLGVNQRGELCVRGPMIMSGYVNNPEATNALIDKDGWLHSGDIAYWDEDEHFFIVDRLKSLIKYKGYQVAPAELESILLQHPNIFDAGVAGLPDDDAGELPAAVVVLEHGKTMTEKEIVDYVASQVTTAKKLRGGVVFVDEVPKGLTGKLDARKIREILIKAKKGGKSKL
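Purified P. pyralis luciferase (10nM final) with 10uM D-luciferin and 10uM ATP (Km levels) in 50mM Tris acetate pH 7.5, 10mM Mg acetate, 0.01% Tween-20, 0.05% BSA; qHTS 6-point titration, ~60 µM downward; luminescence read.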
Mito fusion act = inhibitors of mitochondrial division or activators of mitochondrial fusion; 320,000 tested, 0.23% active; S. cerevisiae fusion-defective mutant growth rescue, CellTiterGlo 48 h; Potency, µM (top dose mostly 46.1 µM), inactives show at the highest dose growth rescue (activation), hits mostly activators;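 also: potency is read from the fitted curve at half-maximal effect; % of control where 0% means no effect; nearly all actives have a fitted effect of over 45% in size; temperature-sensitive fusion mutants such as fzo1-1 at 37 °C on non-fermentable ethanol glycerol medium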
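Read-out: ATP-based luminescence (CellTiterGlo, 10 min ambient) reporting growth of fusion-defective ts yeast after 48 hours at 37C on glycerol/ethanol YPEG medium in the presence of compound.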
PKM2 act = increases activity of human pyruvate kinase M2. P14618. Potency, µM (highest dose often 57.5 µM), inactives show at the top dose activation, usual class: activators. 260,000 tested, 0.34% active. AID 1631. purified PKM2, Kinase-Glo ATP luminescence, activation; response scale: 0% is enzyme alone, no compound; also: potency is read from the fitted curve at half-maximal effect; % is scaled to controls: 0 for no effect and ±100 for the full control effect; nearly all actives have a fitted effect of over 55% in size
Target sequence (P14618 whole entry, looked up): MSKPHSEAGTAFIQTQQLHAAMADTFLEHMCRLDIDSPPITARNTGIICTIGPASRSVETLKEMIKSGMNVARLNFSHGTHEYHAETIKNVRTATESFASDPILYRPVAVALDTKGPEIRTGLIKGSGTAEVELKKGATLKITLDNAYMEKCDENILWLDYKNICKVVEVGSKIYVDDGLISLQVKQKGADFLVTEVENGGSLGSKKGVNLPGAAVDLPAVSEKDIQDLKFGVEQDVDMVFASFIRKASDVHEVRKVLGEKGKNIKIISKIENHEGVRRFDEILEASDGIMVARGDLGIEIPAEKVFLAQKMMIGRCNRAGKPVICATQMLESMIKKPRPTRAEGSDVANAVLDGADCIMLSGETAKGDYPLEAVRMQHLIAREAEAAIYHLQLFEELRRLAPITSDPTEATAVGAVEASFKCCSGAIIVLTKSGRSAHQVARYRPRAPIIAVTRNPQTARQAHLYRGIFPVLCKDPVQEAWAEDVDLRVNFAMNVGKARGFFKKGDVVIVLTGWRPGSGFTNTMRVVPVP
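ATP formation by purified human PK-M2, quantified via coupled luciferase luminescence after 1 h at room temperature with 0.1 mM ADP and 0.5 mM PEP final.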
RORgamma inh = inhibitors of mouse ROR gamma transcriptional activity | P51450 | Drosophila S2 Gal4-RORgamma UAS-luciferase reporter, 20 h | Potency, µM (doses to about 53.6 µM), for inactives: at the highest dose activity change, negative = inhibition, most hits filed as inhibitors | 310,000 tested, 5.4% active; also: potency is read from the fitted curve at half-maximal effect; % is scaled to controls: 0 for no effect and ±100 for the full control effect; nearly all actives have a fitted effect of over 60% in size
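Drosophila Schneider cells stably carrying a metallothionein-driven Gal4 DBD–ROR gamma fusion and a UAS-Photinus luciferase reporter were exposed to compound for 1 hr, then induced with copper sulfate (700 uM final) for 20 hr at ambient temperature before luminescence reading.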
KCNH2 3.1 inh = KCNH2 3.1 (human) potassium channel inhibition; U2OS KCNH2 3.1, thallium flux FluxOr; stronger effect = lower value; activity change, % (tested at about 1.8 µM); 340,000 tested, 0.95% active; AID 720553;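 active = maximum activity change below -70%; inconclusive = maximum activity change from -70% to -50%; inactive = maximum activity change above -50%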;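 also: thallium influx rate constant from kinetic fluorescence after stimulation buffer; % is scaled to controls: 0 for no effect and ±100 for the full control effect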
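Channel expression came from 3.1 mutant virus (1.77 x 10^8 /mL) applied to suspended U2OS cells for 4 h. Flux was tracked with FluxOr dye plus Red40 quencher, and kinetic rate constants normalized to controls.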
Gal4-VP16 FLuc = inhibits Gal4-VP16 luciferase reporter, ROR gamma counter-screen; Drosophila S2 Gal4-VP16 UAS-luciferase, luminescence, 20 h; Potency, µM (doses to about 53.6 µM), without a hit: at the highest dose activity, negative = inhibition, most hits filed as inhibitors; 310,000 tested, 3.5% active; AID 2546;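 also: Gal4-VP16 expression switched on by copper sulfate through the metallothionein promoter; potency is read from the fitted curve at half-maximal effect; % is scaled to controls: 0 for no effect and ±100 for the full control effect; nearly all actives have a fitted effect of over 50% in size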
Menin MLL FP TR = displaces Texas Red mutant MLL peptide from human menin. Menin + Texas Red MLL mutant peptide, fluorescence polarization. Potency, µM (highest dose often 61.6 µM), for the others: at the top dose FP activity change, negative = inhibition, actives largely listed as inhibitors. 270,000 tested, 0.23% active. O00255; active = well fitted inhibition curve with a large enough effect in the polarisation, with a control signal flat, not every such curve was filed as active; inconclusive = small, poorly fitted or top-dose-only effect, or effect the other way, or a change in a side signal; inactive = no such curve, though single readings can be large or run the other way; the % refers to the polarisation; also: potency is read from the fitted curve at half-maximal effect; % of control where 0% means no effect; many of its hits are not listed in these tables
Active calls of the source: *; ? = inconclusive; . = not tested or not shown; [ ] = remark or other dose. Unless noted, calls follow the shape of the dose curve; as a rule, active = well fitted curve in the direction sought with a large enough effect; inconclusive = small, poorly fitted or top-dose-only effect, or another doubt; inactive = no such curve, though single readings can be large; an effect the other way counts as inactive or inconclusive. The list is partial; the hit share may differ from the screen's.

SMILES | ELG1 repair inh | MBNL1-CUG inh | Rab9 promoter act | NPC1 promoter act | FLuc counter | Mito fusion act | PKM2 act | RORgamma inh | KCNH2 3.1 inh | Gal4-VP16 FLuc | Menin MLL FP TR
COc1ccc(C(NC(=O)CN2CCCCCC2)c2ccc(OC)cc2)cc1 | 4% | -7% | 0% | 1% | 1% | 3% | -5% | -1% | -27 | -19% | -35%
CCCc1nn(C)c(C(=O)Nc2cccc(CC)c2)c1Cl | ? | -4% | ? | ? | 17µM* | 15% | 0% | 32% | 0 | 12% | -14%
Cc1onc(-c2c(Cl)cccc2Cl)c1C(N)=S | -8% | -9% | -7% | -3% | 2% | 8% | 2% | 7.9µM* | 21 | ? | 3%
Cc1ccc(C(=O)NCC(=O)Nc2cccc(C(F)(F)F)c2)cc1 | 18% | ? | -3% | -2% | 12% | -2% | 7% | 26% | 15 | -9% | 4%
Cc1ccc(S(=O)(=O)NN2C(=O)c3ccccc3NC2c2cccc(O)c2)cc1 (centres undefined) | -9% | -5% | -6% | -5% | -5% | 1% | 7% | 14% | 4 | -7% | -4%
O=C(CSc1ccccn1)c1ccc2c(c1)OCO2 | ? | 4% | 2.5µM* | 3.5µM* | 11µM* | 6% | 3% | -46% | 10 | -23% | -2%
Cc1ccc(S(=O)(=O)N2CCN(C(C)C(=O)Nc3ccccc3-c3ccccc3)CC2)cc1 (centres undefined) | -9% | 0% | -2% | -1% | 4% | 2% | 0% | 14% | -24 | -3% | -11%
CC1CCN(CC(=O)Nc2nc(-c3ccccc3)cs2)CC1 | -6% | 0% | 3% | -1% | ? | -14% | -2% | ? | -3 | ? | 2%
COc1ccc(-c2nc(C#N)c(NC(C)c3ccccc3)o2)cc1OC (centres undefined) | ? | -3% | -3% | 0% | -10% | 27% | ? | ? | 10 | -3% | 40%[activator]
Nn1cc(-c2ccccc2)nc1SCC(=O)N1CCN(S(=O)(=O)c2ccc3ccccc3c2)CC1 | ? | 2% | 1% | -3% | 4% | 2% | 11% | 10% | . | 12% | .
O=C(c1cccnc1)N1CCN(Cc2ccc3c(c2)OCO3)CC1 | 7% | -6% | 0% | 0% | 6% | 1% | -6% | 18% | -24 | -2% | -5%
Cc1ccc(S(=O)(=O)NC2(C(F)(F)F)NC(=O)N(C)C2=O)cc1 (centres undefined) | ? | -6% | 10% | 2% | 1% | 7% | -16% | -1% | -9 | 0% | -1%
O=C(O)Cn1cc(CN2CCOCC2)c2ccccc21 | 4% | -1% | 0% | -4% | -1% | 2% | 23% | 2%[1.91 µM] | -5 | 6% | -7%
Cc1ccc2nc(SCC(=O)NC3CCCc4ccccc43)[nH]c2c1 (centres undefined) | ? | -12% | 8% | -1% | 1% | 12% | -2% | 1% | -3 | -12% | -20%
CC1(C(=O)OCC(=O)c2c[nH]c3ccccc23)CC1(Cl)Cl (centres undefined) | ? | -5% | 3.2µM* | 4µM* | 6.7µM* | 19% | -5% | ? | -1 | 2% | ?
COc1cccc(Nc2nc(CN3CCOCC3)nc3sc4c(c23)CCCC4)c1 | 10µM* | -9% | -1% | -1% | -12% | 21% | -1% | 10µM* | -6 | ? | -13%
COCC(C)n1c(C)cc(C(=O)COC(=O)c2c(C)nn(-c3ccccc3)c2C)c1C (centres undefined) | ? | 7% | -7% | -1% | ? | 6% | 6% | 31% | -1 | -2% | -12%
CC(C)(C)NC(=O)C(c1ccccn1)N(C(=O)c1csnn1)C1CCCCC1 (centres undefined) | 11% | 3% | -8% | -3% | 2% | 4% | -11% | 0% | 15 | -14% | -24%
COc1ccc2[nH]cc(CCNC(=O)Cc3ccc(F)cc3)c2c1 | 6% | -9% | 0% | -3% | 6% | 2% | -13% | . | 3 | . | -1%
CCCCNC(=O)Cn1cnc2c(cnn2-c2ccc(C)cc2)c1=O | -2% | -9% | 2% | -3% | -1% | 0% | 0% | . | 3 | . | 22%
Cn1ccc(-c2ccccc2)c(C#N)c1=O | 4% | . | 3% | -4% | -11% | -1% | -2% | 0% | . | 5% | 0%
CCc1nnc(NC(=O)C2CCCN2C(=O)Nc2ccccc2)s1 (centres undefined) | ? | -1% | 2% | 0% | 0% | -2% | -3% | -13% | 2 | 7% | -8%
C=CCNC(=O)c1sc(=S)n(-c2ccc(C(=O)OCC)cc2)c1N | 1% | ? | -4% | -2% | 0% | 1% | -2% | 12% | 18 | 11% | 33%[activator]
O=c1[nH]c(N2CCOCC2)nc2c1CCCC2 | 5% | 1% | -1% | -4% | 4% | 3% | -2% | -26% | 10 | 5% | 14%
Cc1cc(S(=O)(=O)N2CCC(N3CCCCC3)CC2)ccc1-n1cnnn1 | 5% | 7% | -10% | 1% | -1% | -2% | 1% | -23% | 3 | -11% | 0%
Following part
SMILES | ELG1 repair inh | MBNL1-CUG inh | Rab9 promoter act | NPC1 promoter act | FLuc counter | Mito fusion act | PKM2 act | RORgamma inh | KCNH2 3.1 inh | Gal4-VP16 FLuc | Menin MLL FP TR
O=C(CSc1n[nH]c(=O)[nH]c1=O)NC1CCCCC1 | 8% | 3% | 0% | -7% | 0% | -1% | -15% | 1% | -3 | -4% | .
Cc1ccc(NC(=O)CNC(=O)c2sc3ccccc3c2Cl)nc1 | -5% | . | -6% | -4% | ? | 2% | . | . | -4 | . | .
CCN(CC)CCCN1C(=O)C(O)=C(C(=O)c2ccc(C)o2)C1c1cccs1 (centres undefined) | 1% | 2% | -1% | -1% | -1% | -1% | 1% | -2% | . | 3% | -29%
CC(=O)n1cc([C@@H]2C=C(C(=O)Nc3ccccc3)O[C@H](OCc3ccc(CO)cc3)C2)c2ccccc21 | ? | 8% | -1% | -2% | -1% | 8% | -1% | 11% | -21 | -5% | -2%
Cc1ccc(NC(=O)CS(=O)(=O)c2c[nH]c3ccccc23)c(C)c1 | -11% | -5% | -4% | 1% | -1% | 2% | 8% | 19% | 0 | -1% | -9%
COc1ccc(OC)c(NS(=O)(=O)c2ccc(Br)s2)c1 | ? | -17% | 0% | -15% | ? | -25% | -9% | 16% | . | -6% | -1%
Cc1nnc(SC(C)C(=O)Nc2ccc3ccccc3c2)[nH]c1=O (centres undefined) | 2% | 2% | 5% | 0% | -18% | 0% | 1% | -2% | 11 | -23% | 17%
COc1ccc(NC(=O)CN(C)C(=O)Cn2cnc3c2c(=O)n(C)c(=O)n3C)cc1 | 1% | . | -3% | -1% | -1% | 0% | . | . | -3 | . | .
CC(Sc1nnc(N)s1)c1ccccc1Cl (centres undefined) | 5% | 9% | 0% | 1% | 1% | 4% | 1% | -13% | 2 | 11% | 0%
CC(/C=N/O)Cc1ccc2c(c1)OCO2 (centres undefined) | 1% | 6% | -3% | 3% | 2% | 3% | -2% | 1% | 2 | -11% | -10%
COc1ccccc1CN1CC(C(=O)NCCC2=CCCCC2)CCC1=O (centres undefined) | ? | -3% | 0% | -1% | -11% | 26% | . | 18% | -15 | 5% | .
C=CCOCCN(C)C1=NS(=O)(=O)c2cc([N+](=O)[O-])ccc21 | ? | ? | -50%[inhibitor] | 1% | 0% | -8% | 0% | -28% | 5 | -11% | 0%
Cc1ccc(SCc2cc(-c3ccc(Cl)cc3)on2)cc1 | 8% | -3% | -7% | 1% | -3% | 0% | 0% | -16% | 8 | -5% | ?
COc1cc2c(cc1OC)C(=O)CC(C)S2 (centres undefined) | 25% | 6% | -3% | -3% | 2% | 1% | -1% | -15% | 8 | 1% | -9%
NNC(=O)c1c(O)c2cccc3c2n(c1=O)CCC3 | 1% | -17% | -8%[1.84 µM] | -3% | -2% | -23% | . | -21% | -3 | 2% | ?
C/C(=N/Nc1ccc(C(=O)O)cc1)c1ccc(O)c(O)c1O | ? | . | ? | 15% | ? | -4% | 4% | ? | 2 | -18% | 3%
Cc1ccccc1OCC(=O)NCCc1nc2ccccc2[nH]1 | 1% | 0% | -8% | -3% | 1% | -4% | 20% | 2% | -2 | 5% | 6%
